Screens from PubChem BioAssay.
Abeta yeast res: compounds reversing amyloid beta toxicity in yeast | yeast expressing A-beta42, growth rescue, OD600, 48 h; response scale: 0% DMSO, 100% iron-clioquinol control | hit rate 0.063% among 410,000 | Potency, µM (highest dose often 46.1 µM), for inactives: at the highest dose growth rescue, actives largely listed as activators; note: potency is the fitted concentration of half-maximal effect; nearly all actives have a fitted effect of over 55% in size
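Growth rescue measured by 600 nm absorbance after 48 h yeast culture at 30 C with compound. Values normalized between DMSO and an equimolar ferric chloride plus clioquinol control.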
PTHR1 agonist: PTHR1 (human) receptor agonism; hit rate 0.075% among 410,000; Q03431; HEK293 GP2 PTHR1 cells, GloSensor cAMP luminescence, 1 h; AID 743266; Potency, µM (series often up to 115 µM), without a hit: top-dose activation, most hits filed as activators; note: potency is the fitted concentration of half-maximal effect; nearly all actives have a fitted effect of over 55% in size; some results filed as inactive show a strong effect at the top dose; inactives centre near -15; many of its hits are not listed in these tables
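HEK-293-derived GP2 cells expressing PTHR1 and a GloSensor cAMP reporter, 3,000/well, plated overnight, given luciferin plus IBMX (each 0.5 mM as added) for 1 h at 37 °C, then compound for 1 h at 37 °C. Luminescence was read after 15 min at room temperature.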
D3 antag: D3 dopamine receptor (human) antagonism; P35462; D3R cells, DiscoveRx beta-arrestin luminescence, antagonist mode; stronger effect = lower value; max response, negative = inhibition, %; hit rate 2.5% among 360,000; in the data active = max response below about -50%; inconclusive = no clear call, values can overlap the other calls; note: % is set by controls: 0 for no effect and ±100 for the full control effect; mostly tested at two doses, the higher about 12 µM
Target sequence (P35462 whole entry, looked up): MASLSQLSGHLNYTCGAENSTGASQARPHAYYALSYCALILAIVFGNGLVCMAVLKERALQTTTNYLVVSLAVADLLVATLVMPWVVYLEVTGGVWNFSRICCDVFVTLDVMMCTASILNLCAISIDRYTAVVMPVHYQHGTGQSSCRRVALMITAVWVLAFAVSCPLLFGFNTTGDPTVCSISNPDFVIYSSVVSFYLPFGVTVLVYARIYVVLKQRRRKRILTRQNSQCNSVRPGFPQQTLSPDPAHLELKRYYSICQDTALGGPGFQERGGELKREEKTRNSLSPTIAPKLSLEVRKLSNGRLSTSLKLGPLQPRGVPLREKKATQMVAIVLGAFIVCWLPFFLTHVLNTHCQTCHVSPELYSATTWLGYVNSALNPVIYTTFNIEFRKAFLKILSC
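Cells plated overnight at 1500 cells/well, then exposed to library compounds with dopamine controls for 90 minutes at 37 degrees C. DiscoveRx reagent added for 30–60 minutes at room temperature; luminescence read, quantitative HTS format.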
GLP-1R agonist: GLP-1 receptor (human) agonism; hit rate 0.007% among 380,000; HEK293 GLP-1R CRE-luciferase, luminescence, 4-6 h; cells express a hypersensitive GLP-1R form; Potency, µM (doses to about 45.6 µM), for the others: top-dose activation, hits mostly activators; P43220; note: potency is the fitted concentration of half-maximal effect; % of control where 0% means no effect
Target sequence (P43220 whole entry, looked up): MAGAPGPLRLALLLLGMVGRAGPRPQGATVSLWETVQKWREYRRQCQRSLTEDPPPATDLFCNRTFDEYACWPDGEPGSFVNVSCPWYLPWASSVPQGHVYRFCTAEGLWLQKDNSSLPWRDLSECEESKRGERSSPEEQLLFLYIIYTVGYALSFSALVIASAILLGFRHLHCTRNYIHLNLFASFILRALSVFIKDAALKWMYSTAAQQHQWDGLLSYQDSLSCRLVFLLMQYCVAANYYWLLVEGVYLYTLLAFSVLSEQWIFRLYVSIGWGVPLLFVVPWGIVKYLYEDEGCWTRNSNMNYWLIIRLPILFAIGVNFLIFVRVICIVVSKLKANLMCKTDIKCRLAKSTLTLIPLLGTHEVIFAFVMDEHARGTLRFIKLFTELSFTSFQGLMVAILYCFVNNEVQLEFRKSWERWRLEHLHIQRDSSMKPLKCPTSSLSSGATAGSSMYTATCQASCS
pAkt inh: Akt phosphorylation inhibition; Neuro2A IGF-stimulated pAkt S473 HTRF, 20 min; stronger effect = lower value; activity change, % for hits at 50 µM; hit rate 0.32% among 360,000; in the data active = activity change below about -80%; inconclusive = mostly about -51% to -80%; note: % is set by controls: 0 for no effect and ±100 for the full control effect
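Single-point screen (50 µM final compound) in Neuro2A cells stimulated 20 min with 6 nM IGF at 37 deg C. After lysis, Ser473-phosphorylated Akt read by HTRF (ex 330 nm, em 615/665 nm) as the 665/615 ratio.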
GLP1R inv ag: acts as inverse agonist at human GLP-1 receptor. P43220. Potency, µM (highest dose often 38.3 µM), for inactives: at the highest dose activity change, negative = inhibition, most hits filed as inhibitors. hit rate 1.6% among 410,000. HEK293 GLP-1R CRE-luciferase, luminescence, 24 h; GLP-1R form is constitutively active; note: potency is the fitted concentration of half-maximal effect; % is set by controls: 0 for no effect and ±100 for the full control effect; nearly all actives have a fitted effect of over 55% in size
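Stable HEK293 clone (constitutively active GLP-1R + cAMP-response luciferase); 200 cells/uL plated, 12 h pre-culture, compound 24 hr, 37 deg C/5% CO2; detection reagent 12 min RT; luminescence.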
aSyn yeast inh: alpha-synuclein toxicity inhibition in yeast; Yeast expressing alpha-synuclein, growth rescue, BacTiter-Glo, 24 h; Potency, µM (titrated, usually from 46.1 µM), for inactives: at the highest dose growth rescue (activation), most hits filed as activators; hit rate 0.14% among 370,000; note: potency is the fitted concentration of half-maximal effect; % of control where 0% means no effect; nearly all actives have a fitted effect of over 65% in size
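Readout is rescue of growth in alpha-synuclein-expressing yeast, so inhibitors of toxicity appear as activators. Growth after 24 hr at 30 deg C in galactose medium is quantified by luminescence.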
FUS yeast rescue: FUS proteinopathy suppression in yeast | S. cerevisiae FUS-expressing, growth rescue, OD600, 24 h | Potency, µM (top dose mostly 76.6 µM), without a hit: at the top dose growth rescue (activation), usual class: activators | hit rate 0.24% among 390,000 | AID 1347120;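 note: potency is the fitted concentration of half-maximal effect; plate controls were DMSO vehicle for no effect and reference control for full effect; nearly all actives have a fitted effect of over 55% in size; some results filed as inactive show a strong effect at the top dose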
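Galactose (2%) drives FUS expression in yeast precultured in raffinose; seeding density OD 0.005. Test compounds incubated 24hr at 30C and 99% humidity before absorbance at 600 nm was measured.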
TDP-43 yeast inh: TDP-43 toxicity inhibition in yeast | Potency, µM (top dose mostly 46.1 µM), for the others: at the highest dose growth rescue (activation), actives largely listed as activators | hit rate 1.8% among 410,000 | TDP-43 expressing yeast growth rescue, BacTiter-Glo, 24 h; note: potency is the fitted concentration of half-maximal effect; % of control where 0% means no effect; nearly all actives have a fitted effect of over 50% in size
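Growth rescue of TDP-43-toxic yeast measured as ATP luminescence (BacTiter-Glo). Cells grown to mid-log in raffinose, induced in galactose at OD600=0.02, exposed to compound 24 hr at 30 deg C.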
Starred values were filed as active, the others as inactive; i = inactive; ? = inconclusive; . = not tested or not shown; & = joins results of further samples; [ ] = another dose, or the depositor's remark. Unless noted, calls come from the whole dose curve; as a rule, active = well fitted curve in the direction sought with a large enough effect; inconclusive = small, poorly fitted or top-dose-only effect, or another doubt; inactive = no such curve, though single readings can be large; an effect the other way counts as inactive or inconclusive.

cpd	SMILES	Abeta yeast res	PTHR1 agonist	D3 antag	GLP-1R agonist	pAkt inh	GLP1R inv ag	aSyn yeast inh	FUS yeast rescue	TDP-43 yeast inh
1	CCN(CC)CCCN1C(=O)C(O)=C(C(=O)c2ccco2)C1c1ccc(C)o1 (stereo unspecified)	-4%	-11%[57.5 µM]	6	-7%	i	18%	0%	-2%	-4%
2	Cc1ccnc(SC2CC(=O)N(c3ccc([N+](=O)[O-])cc3)C2=O)n1 (stereo unspecified)	16%	i	-3	-1%	i	9%	-1%	-3%	23%
3	CCCCN1C(=O)c2[nH]nc(-c3ccccc3O)c2C1c1cccc(OCc2ccccc2)c1 (stereo unspecified)	3%	-16%	.	.	.	?	.	-24%	0%
4	CN(NC(=O)C1CC(=O)N(c2ccccc2)C1)C1=NS(=O)(=O)c2ccccc21 (stereo unspecified)	-1%	15%	-21	-3%	i	-14%	0%	.	1%
5	COc1ccc(C)cc1NC(=O)C(OC(=O)C1CC1)c1ccccc1 (stereo unspecified)	-4%	20%	-7	4%	i	?	-6%	5%	-6%[9.22 µM]
6	CCOc1ccccc1NC(=O)C1CCCC1	-9%	-4%	0	22%	i	-27%	0%	6%	0%
7	Cc1ccc(NC(=O)COC(=O)CCC(=O)c2ccc(C(C)(C)C)cc2)c([N+](=O)[O-])c1	12%	-4%	10	13%	i	18%	11%	11%	29%
8	O=C(NCC1CCN(Cc2ccc(F)cc2)CC1)Nc1cc(F)ccc1F	3%	i	-16	5%	i	?	-4%	-22%	19%
9	Cc1cc(C)cc(NC(=O)Nc2ccc3ccccc3n2)c1	4%	i	-3	7%	i	3%	1%	-15%	-7%
10	Cc1ccc(C2=CC(c3ccccc3)n3ncnc3N2)cc1 (stereo unspecified)	12%	-96%[inhibitor]	54	1%	i	1%	8%	-6%	13µM*

A draw from above in order of count of non-hydrogen atoms, descending:
cpd	SMILES	Abeta yeast res	PTHR1 agonist	D3 antag	GLP-1R agonist	pAkt inh	GLP1R inv ag	aSyn yeast inh	FUS yeast rescue	TDP-43 yeast inh
4	CN(NC(=O)C1CC(=O)N(c2ccccc2)C1)C1=NS(=O)(=O)c2ccccc21 (stereo unspecified)	-1%	15%	-21	-3%	i	-14%	0%	.	1%
2	Cc1ccnc(SC2CC(=O)N(c3ccc([N+](=O)[O-])cc3)C2=O)n1 (stereo unspecified)	16%	i	-3	-1%	i	9%	-1%	-3%	23%
9	Cc1cc(C)cc(NC(=O)Nc2ccc3ccccc3n2)c1	4%	i	-3	7%	i	3%	1%	-15%	-7%

Following part.
cpd	SMILES	Abeta yeast res	PTHR1 agonist	D3 antag	GLP-1R agonist	pAkt inh	GLP1R inv ag	aSyn yeast inh	FUS yeast rescue	TDP-43 yeast inh
11	COc1ccc(CCNC(=O)CSc2nnc(CNC(=O)c3ccco3)o2)cc1OC	3%	-17%	-25	-6%	i	0%	-2%	4%	14%
12	Cc1ccc(-c2nc(CSCC(=O)Nc3cc(C)on3)c(C)o2)cc1	1%	-17%	7	-4%	i	2%	5%	8%	?
13	Cc1ccc(CCNC(=O)CN2C(=O)COc3ccc(S(=O)(=O)N4CCC(C)CC4)cc32)cc1	-2%&-3%	-12%&-3%	-12	4%	i	?	2%	?	11%&8%
14	O=C(NNc1ccc([N+](=O)[O-])cc1)C12CC3CC(CC(C3)C1)C2	15%	i	-24	6%	i	?	4%	21%	-19%
15	Cc1nn(Cc2ccccc2)c(N)c1C#N	1%	-11%[57.5 µM]	?	0%	i	10%	5%	-30%	6%
16	CCOc1cc(CNC)ccc1OCC(=O)NC(C)(C)C	-5%	i	-9	5%	i	-14%	-7%	-4%	13%
17	Cc1cc(C(=O)O)ccc1N=Cc1c(O)ccc2ccccc12	21%	-41%[inhibitor]	7	0%	i	3%	-1%	-14%	-32%[inhibitor]
18	CCn1cc(/C=N\NC(=O)COc2cccc(C)c2C)c(C)n1	-3%	-3%	3	7%	i	35%[activator]	-4%	13%	0%
19	O=C(CN1C(=O)NC2(CCCCCCC2)C1=O)Nc1ccc(Br)cc1Br	11%	-32%[inhibitor]	-2	8%	i	?	9%[1.84 µM]	-1%	27%
20	COc1ccc(CNC(=O)CCc2c(C)c3cc4c(C)c(C)oc4cc3oc2=O)cc1OC	0%	12%	.	.	.	-8%	.	-11%	-28%
21	CC1SC(c2ccccc2)N(CC(O)c2ccc([N+](=O)[O-])cc2)C1=O (stereo unspecified)	10%	-5%	-9	-2%	i	?	15%	16%	-8%
22	Cc1cc(C(=O)CSc2nnnn2C)c(C)n1CCc1ccc(Cl)cc1	1%	-4%[57.5 µM]	3	-8%	i	0%	-3%	29%	2%
23	CC(C)(O)C#Cc1ccc(CNC[C@H]2O[C@@H](n3cnc(C(N)=O)n3)[C@H](O)[C@@H]2O)s1	-3%	-10%	4	-1%	i	12%	0%	-26%	4%

Part of the list above, with two lines to a compound:
Sequence of screens – Abeta yeast res | PTHR1 agonist | D3 antag | GLP-1R agonist | pAkt inh | GLP1R inv ag | aSyn yeast inh | FUS yeast rescue | TDP-43 yeast inh
9	Cc1cc(C)cc(NC(=O)Nc2ccc3ccccc3n2)c1
    4% | i | -3 | 7% | i | 3% | 1% | -15% | -7%
10	Cc1ccc(C2=CC(c3ccccc3)n3ncnc3N2)cc1 (stereo unspecified)
    12% | -96%[inhibitor] | 54 | 1% | i | 1% | 8% | -6% | 13µM*
11	COc1ccc(CCNC(=O)CSc2nnc(CNC(=O)c3ccco3)o2)cc1OC
    3% | -17% | -25 | -6% | i | 0% | -2% | 4% | 14%
12	Cc1ccc(-c2nc(CSCC(=O)Nc3cc(C)on3)c(C)o2)cc1
    1% | -17% | 7 | -4% | i | 2% | 5% | 8% | ?
13	Cc1ccc(CCNC(=O)CN2C(=O)COc3ccc(S(=O)(=O)N4CCC(C)CC4)cc32)cc1
    -2%&-3% | -12%&-3% | -12 | 4% | i | ? | 2% | ? | 11%&8%
14	O=C(NNc1ccc([N+](=O)[O-])cc1)C12CC3CC(CC(C3)C1)C2
    15% | i | -24 | 6% | i | ? | 4% | 21% | -19%
15	Cc1nn(Cc2ccccc2)c(N)c1C#N
    1% | -11%[57.5 µM] | ? | 0% | i | 10% | 5% | -30% | 6%
16	CCOc1cc(CNC)ccc1OCC(=O)NC(C)(C)C
    -5% | i | -9 | 5% | i | -14% | -7% | -4% | 13%
17	Cc1cc(C(=O)O)ccc1N=Cc1c(O)ccc2ccccc12
    21% | -41%[inhibitor] | 7 | 0% | i | 3% | -1% | -14% | -32%[inhibitor]
18	CCn1cc(/C=N\NC(=O)COc2cccc(C)c2C)c(C)n1
    -3% | -3% | 3 | 7% | i | 35%[activator] | -4% | 13% | 0%
19	O=C(CN1C(=O)NC2(CCCCCCC2)C1=O)Nc1ccc(Br)cc1Br
    11% | -32%[inhibitor] | -2 | 8% | i | ? | 9%[1.84 µM] | -1% | 27%
20	COc1ccc(CNC(=O)CCc2c(C)c3cc4c(C)c(C)oc4cc3oc2=O)cc1OC
    0% | 12% | . | . | . | -8% | . | -11% | -28%

A portion of the library, so the mix of outcomes need not match the whole.
